Screens: PubChem, several laboratories
SRC2 inh: inhibition of GAL4-SRC2 driven luciferase reporter, primary screen, SRC2 inhibitor project, cell-based, luminescence | Nuclear receptor coactivator 2 (Homo sapiens), Q15596 | HEK293 GAL4-SRC2 luciferase reporter | 370,000 compounds, 0.17% hits | inhibition, % at 9 µM;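 active = inhibition above the mean inhibition of all tested compounds plus 3 SD, set per campaign, cut at about 52% in these data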;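 also: 0% = DMSO treated cells and 100% = cells given Gossypol at 36 µM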
COUP-TFII inh: NR2F2 transcriptional activity inhibitors, primary screen, cell-based, luciferase reporter, HEK293T, luminescence; inhibition, % at 8.6 µM; COUP transcription factor 2 (Homo sapiens), P24468; 370,000 compounds, 0.7% hits; HEK293T NGFI-A luciferase reporter;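 active = inhibition above a per-plate cutoff, mean inhibition of test wells between control levels plus 3 SD, cut at about 38% in these data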;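 also: cells cotransfected with COUP-TFII expression vector driving the NGFI-A reporter; 0% = median of COUP-TF2 test wells and 100% = reporter-only cells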
TWEAK Fn14 block: inhibitors of TWEAK-Fn14 signaling, primary screen, luciferase reporter cells, uHTS | TWEAK-stimulated Fn14 reporter cells, luciferase luminescence, 8 h | inhibition, % at 10 µM | 360,000 compounds, 2% hits | AID 1159606, 2016; in the data active = inhibition above about 50%
C8 TRAIL sens: viability loss with TRAIL in NB7+C8 cells, primary screen, TRAIL sensitizer project, cell-based, ATPlite luminescence; 360,000 compounds, 1% hits; AID 624354, 2012; inhibition (viability loss, TRAIL sensitization), % at 10 µM;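 active = compounds causing at least 50% loss of cell viability in the single-dose screen, relative to plate controls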
SRC1 inh: SRC1 coactivator transcriptional activity inhibitors, primary screen, cell-based, luminescence; Nuclear receptor coactivator 1 (Homo sapiens), Q15788; 360,000 compounds, 0.12% hits; inhibition, % at 3.6 µM; AID 588354, 2011; HEK293 GAL4-SRC1 luciferase reporter;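 active = inhibition above the campaign mean plus 3 SD, with each screening campaign given its own cutoff, cut at about 60% in these data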;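 also: 0% = DMSO treated cells and 100% = gossypol at 36 µM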
KKLEB cytotox: cytotoxicity in KKLEB CF airway cells, primary screen, cytotoxicity control for CF NF-kB inhibitor project, cell-based, uHTS, fluorescence assay plates; AID 602141, 2011; activity change (cytotoxicity), % at 5 µM; 360,000 compounds, 0.36% hits; KKLEB CF airway cells viability, ATPlite luminescence, overnight; active compounds read low; cells stimulated with P. aeruginosa culture filtrate;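 active = corrected activity change at or below -50% at 5 µM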
NR5A2 inv ag: LRH-1 (NR5A2) inverse agonists, primary screen, cell-based, luminescence, HEK293T, StAR-luciferase reporter. 360,000 compounds, 0.13% hits. inhibition, % at 3.6 µM. LRH-1 transfected, 24 h;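 active = inhibition above the mean inhibition of all tested compounds plus 3 SD, cut at about 73% in these data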;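 also: 0% = DMSO wells and 100% = reporter-only cells lacking LRH-1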
CF NFkB inh: inhibitors of PAF-induced NF-kB signaling, primary screen, cell-based, GFP fluorescence, uHTS; inhibition, % at 5 µM; KKLEB NF-kB-GFP reporter, GFP fluorescence overnight; 360,000 compounds, 0.86% hits; AID 588850, 2011;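 active = at least 50% inhibition at 5 µM, scaled per plate between neutral and stimulator controls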;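 also: PAF is a Pseudomonas aeruginosa culture filtrate used as stimulus; plate controls were PAF-stimulated DMSO wells for no effect and unstimulated DMSO wells for full effect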
SRC3 inh: SRC3 coactivator transcriptional activity inhibitors, primary screen, cell-based, luminescence; 360,000 compounds, 0.17% hits; AID 588352, 2011; inhibition, % at 3.6 µM; HEK293 GAL4-SRC3 luciferase reporter; Nuclear receptor coactivator 3 (Homo sapiens), Q9Y6Q9;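 active = inhibition above a per-campaign cutoff, the mean of all compounds plus 3 SD, cut at about 60% in these data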;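 also: 0% = DMSO-treated cells and 100% = gossypol-treated cells at 36 µM; higher means less SRC3-driven luciferase light from the GAL4 reporter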
TROY NFkB inh: inhibitors of TROY-driven NF-kB signaling, primary screen, Q293 LMP1-TROYcd cells, NF-kB luciferase, uHTS | inhibition, % at 10 µM | Q293 LMP1-TROYcd NF-kB luciferase reporter, 4 h | 360,000 compounds, 0.98% hits;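 active = compounds whose plate-normalised and pattern-corrected inhibition of the luciferase reporter signal at the single screening dose is 50% or more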
EBV LMP1 NFkB: EBV LMP1-driven NF-kappaB luciferase reporter inhibitors, primary screen, cell-based, luminescence, single point | LMP1-induced NF-kappaB luciferase reporter cells | inhibition, % at 12.5 µM | 350,000 compounds, 0.69% hits; in the data active = inhibition above about 41%; inconclusive = no clear call, values can overlap the other calls;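 also: 0% = neutral control wells and 100% = reference inhibitor control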
The depositor's hits bear a star; ? = inconclusive; / = no result given. Not a hit list, and some 4.2% of all compounds hit somewhere here.

Fields: SRC2 inh, COUP-TFII inh, TWEAK Fn14 block, C8 TRAIL sens, SRC1 inh, KKLEB cytotox, NR5A2 inv ag, CF NFkB inh, SRC3 inh, TROY NFkB inh, EBV LMP1 NFkB
> C(=N\Nc1nc(-c2ccccc2)cs1)/c1cccnc1
    -85, -19, 35, 14, -55, 22, -94, -42, -99, 3, -14
> CCc1noc(C)c1C(=O)Nc1cc(Cl)ccc1N1CCOCC1
    -39, 0, -9, -20, 0, 3, 11, -5, 16, 7, 7
> Cc1ccc(S(=O)(=O)c2ccc([N+](=O)[O-])o2)cc1
    -32, 17, 102*, 92*, -307, -89*, -78, 78*, -351, 59*, ?
> COc1ccc(COC(=O)c2ccc(C)c(S(=O)(=O)N3CCOCC3)c2)cc1F
    -6, -2, -16, 7, -30, 13, 9, -4, -41, 14, 4
> Nn1cc(-c2ccccc2)nc1SCC(=O)NCC1CCCO1 (stereo not drawn)
    2, 4, 2, -11, -3, -5, -7, 10, 5, 17, -34
> COc1ccnc2c1c(=O)n(Cc1c(F)cccc1Cl)c(=O)n2C
    -38, 8, 12, -6, -18, 18, -14, -1, -4, -12, -9
> O=C(O)c1ccc2cccc(O)c2n1
    -15, 6, 7, -11, -10, 10, 3, -11, -2, -10, -1
> O=c1c2ccccc2c(-c2ccccc2)nn1-c1cc(Cl)cc(Cl)c1
    14, -4, -12, -6, 9, -18, 7, 26, 23, -2, /
> COc1cc(NC(C)CCCNC(C)C)c2ncccc2c1OC (stereo not drawn)
    9, 0, 8, -8, -1, -4, 34, 5, 6, 14, 6
> CCCCCCOc1ccc(N2C(=O)CC(N(CCc3ccc(S(N)(=O)=O)cc3)C(C)=O)C2=O)cc1 (stereo not drawn)
    6, 5, 15, 2, -7, 12, 8, -1, -7, 8, -9
> CCOC(=O)Cn1cnc2c(cnn2-c2ccc(OC)cc2)c1=O
    -15, -14, -19, 1, -42, 4, -21, -4, -15, -12, -2
> CC1CCc2[nH]c3ccc(C(=O)O)cc3c2C1 (stereo not drawn)
    -8, -16, -6, -2, -4, 20, 1, -17, -10, -5, 3
> O=C(CC1NCCNC1=O)NC1Cc2ccccc2C1 (stereo not drawn)
    18, -14, 8, 1, -14, 2, 3, -3, 4, 9, -3
> CCC(=O)Nc1ccc(C(=O)NNC(=O)c2ccccc2)cc1
    -1, 21, -15, -5, -10, 3, -2, 7, 10, -9, 7
> CS(=O)(=O)N(CC(=O)NCc1ccco1)c1ccc(Cl)c(C(F)(F)F)c1
    2, 13, -9, 28, -5, 10, -18, -8, 14, 3, -1
> COC(=O)C(C)Sc1nc2c(c(=O)n(C)c(=O)n2C)n1CCC(C)C (stereo not drawn)
    -8, -9, -22, -8, 4, 6, -3, -7, 24, 0, -3
> CCOc1ccccc1/C=N/NC(=O)Cc1csc(Nc2cccc(C(F)(F)F)c2)n1
    -10, 5, 11, 4, -8, 15, 18, 5, 18, -6, 6
> Cc1ccc(NC(=O)Cn2c(=O)oc3ccccc32)c(C)c1
    -3, -5, -5, 4, 7, -4, 6, 0, 11, -12, 3
> S=C(Nc1cccc(Cl)c1)Nc1ccccc1Oc1ccccc1
    1, 3, 38, -9, -35, 9, -1, -9, -1, /, 1
> CCOC(=O)/C(C#N)=C\c1ccc(N2CCN(C/C=C/c3ccccc3)CC2)cc1
    4, -6, -8, 29, -25, 5, -2, -25, -3, 10, 13
> O=C(CSc1ncc(C(F)(F)F)cc1Cl)N1CCNC1=O
    -1, -6, -6, -3, -14, 9, 10, -15, 14, -4, -4
> C=CCN(CC=C)c1nc2ccccc2nc1C(C#N)C(=O)OC(C)C (stereo not drawn)
    6, 16, 25, -6, -23, -4, 3, 2, -9, -5, -7
> NC(=O)CCC(NS(=O)(=O)c1ccc(Cl)cc1)C(=O)NCc1ccc(Cl)cc1 (stereo not drawn)
    2, -5, 1, 8, -6, 15, -14, 3, 12, -14, -2
> N#CCOc1ccc(C2=NO[C@@H]3[C@@H]4C[C@@H]([C@H]5C(=O)N(c6ccc7c(c6)OCO7)C(=O)[C@@H]45)[C@H]23)cc1
    -10, 11, 6, -10, -6, -7, 15, 17, 7, 0, -1
> Cn1cc(Br)c(NC(=O)/C=C/C(=O)O)n1
    9, -11, -12, -15, -7, 7, -10, -15, 13, 5, -8
> O=C(NNC(=O)c1sccc1-n1cccc1)c1ccc(Cl)cc1
    10, -11, -7, 0, 1, 8, -10, -3, -6, 2, 7
> O=C(c1cccc(S(=O)(=O)NCc2ccccc2)c1)N1CCN(Cc2ccccc2)CC1
    8, 4, 4, -4, -14, -2, -3, 3, 7, 20, -1
> CC(C)C1OC(c2cccc(NC(=O)c3cccs3)c2)OCC1(C)C (stereo not drawn)
    13, 10, 1, 10, 20, 0, -5, 0, 19, 21, 2
> O=C(O)CCCC(=O)N1N=C(c2ccco2)CC1c1ccco1 (stereo not drawn)
    8, 2, 17, 4, 11, -7, -10, -1, 0, 9, -2
> C/C(=N\NC(=O)c1cc(O)ccc1O)c1cccc(NC(=O)c2ccc(Cl)cc2)c1
    -4, -14, -1, 58*, -47, -6, -66, 22, -40, -33, -3
> Cc1ccc(CNC(=O)c2cc3c(C)nc4ccccc4c3o2)cc1
    14, 48*, 61*, 19, 0, 3, 33, -42, 9, 39, 40
> O=C(CSc1nnc(-c2cnccn2)n1Cc1ccco1)c1ccc(Cl)c(Cl)c1
    -20, 2, -5, -3, -8, -7, -12, -18, -12, -18, 6
> Cc1c(C(=O)N2CCCCC2)c(S(=O)(=O)NCc2ccc(F)cc2)c(C)n1C
    11, -13, 15, -46, 8, 1, 35, -26, 13, 0, -4
> CCOC(=O)C1=C(C)N=c2s/c(=C\c3ccc(OCC(=O)O)cc3)c(=O)n2C1c1ccccc1 (stereo not drawn)
    0, -5, 15, -5, -36, -7, -1, 18, -7, 13, 9
> CC(C)CCc1noc(CN2CCN(c3ccc(Cl)cn3)CC2)n1
    8, 4, -1, -2, -9, 4, 16, 19, 6, 3, 0
> COc1ccc(N(C(=O)c2snc(C(N)=O)c2N)C(C(=O)NC2CCCC2)c2cccs2)cc1OC (stereo not drawn)
    -18, -12, 10, 0, -9, 1, -1, 12, 4, -19, -9
> COc1cc(/C=C2/C(=N)N3C(c4ccccc4)=CSC3=NC2=O)ccc1OCC(=O)O
    -20, 12, -13, -13, -42, 6, -4, -14, 5, -25, -5
> COc1ccc(N2C(=O)CSC23C(=O)Nc2ccccc23)cc1 (stereo not drawn)
    -21, 10, -4, -6, -14, 0, 6, 1, -20, -11, -3
> COc1ccc(/C=C(/C#N)C(=O)Nc2cccnc2)cc1OC
    13, -4, 0, -3, -18, -13, -5, 7, 3, -4, 3
> O=C(COC(=O)c1ccc(Cl)cc1)NCC1CCCCC1
    -29, 3, -2, 0, 6, -6, 4, 19, -3, 1, 3
> Cc1[nH]c2ccccc2c1C(=O)CSc1nnc(C2CC2)o1
    2, -1, 6, 18, -5, 6, -29, -10, -27, -8, -8
> CCOc1ccc(NCc2cccn2-c2nnc(N3CCC(C(=O)NCCCN4C(C)CCCC4C)CC3)s2)cc1 (stereo not drawn)
    0, -9, 0, 30, 2, -8, -13, 20, 2, -2, 9
> CC[C@]12c3[nH]c4ccccc4c3CCN1C(=O)C(CC(=O)NCCCOC)C[C@@H]2C(=O)N1CCN(C(=O)c2ccco2)CC1 (stereo partly drawn)
    -2, -4, 18, -10, -8, -1, -3, 9, -1, 2, 4
> COc1ccc(NC(=O)c2noc3c2CCC3)cc1
    -40, -46, 58*, 30, -94, 2, -170, 4, -74, -20, 6
> COc1ccccc1NS(=O)(=O)c1cccc(C(=O)NCc2ccccn2)c1
    -8, 0, -1, -9, 2, 8, 2, 1, 2, -5, 0
> O=C(NC(=S)Nc1ccc(S(=O)(=O)N2CCOCC2)cc1)c1ccccc1[N+](=O)[O-]
    -18, -21, 6, -2, -2, -17, 4, -2, 15, -3, 2
> COc1ccc(OC)c(NC(=O)Cn2nc(C)c3ccccc3c2=O)c1
    -6, -8, -37, -22, -3, -7, -13, -3, 6, 17, 3
> CN(CC(=O)NCc1cccnc1)S(=O)(=O)c1ccccc1
    11, -5, 4, -5, -4, 1, 6, 10, 11, 0, -5
> COC(=O)[C@]1(CC(C)C)N[C@H](c2ccc(-c3ccccc3)cc2)[C@@H]2C(=O)N(C)C(=O)[C@@H]21
    -25, -5, 4, 10, 2, 4, -5, 6, -8, 15, 6
> O=C1C=CC(=O)N1c1ccccn1
    -40, 2, 12, -23, -2, -4, -11, 11, 0, 3, 6
> C[C@H](CO)N1C[C@H](C)[C@@H](CN(C)S(=O)(=O)c2ccccc2)Oc2ccc(NC(=O)NC3CCCCC3)cc2C1=O
    -29, 4, -1, -22, 6, 11, 27, -6, 3, 0, 3
> COc1ccc(CCNc2nc(=O)[nH]nc2C)cc1OC
    -14, 8, 10, -13, -3, -2, -7, 4, 7, 11, 0
